High-throughput results: PubChem, several laboratories
FLuc act counter: affects firefly luciferase, flagging false hits in luciferase stimulation screens; 200,000 tested, under 10 active; P08659; ATPlite luciferase biochemical, luminescence, 10 min; 0 = ATP-free wells, 1 = DMSO control; activation factor at 10 µM;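 active = luciferase activation factor, scaled between plate controls, of at least 2 with compound at 10 µM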
Target sequence (P08659 whole entry, looked up): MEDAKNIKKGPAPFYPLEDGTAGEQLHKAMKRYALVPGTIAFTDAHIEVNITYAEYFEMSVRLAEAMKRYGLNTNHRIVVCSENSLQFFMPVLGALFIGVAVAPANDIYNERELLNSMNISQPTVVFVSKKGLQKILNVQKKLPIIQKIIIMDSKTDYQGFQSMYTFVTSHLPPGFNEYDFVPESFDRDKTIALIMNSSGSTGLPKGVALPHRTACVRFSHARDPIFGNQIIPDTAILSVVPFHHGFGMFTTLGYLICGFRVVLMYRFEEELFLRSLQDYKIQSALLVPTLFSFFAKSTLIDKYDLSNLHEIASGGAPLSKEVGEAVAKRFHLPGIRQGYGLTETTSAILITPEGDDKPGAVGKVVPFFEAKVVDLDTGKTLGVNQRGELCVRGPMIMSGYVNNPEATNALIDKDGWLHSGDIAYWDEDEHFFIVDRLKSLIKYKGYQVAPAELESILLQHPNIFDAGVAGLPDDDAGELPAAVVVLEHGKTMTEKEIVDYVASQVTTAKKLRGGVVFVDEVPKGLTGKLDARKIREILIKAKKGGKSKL
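Assay system – cell-free luciferase reagent · Medium – PBS-based ATP solution · Dosing – test compounds dosed from 2 mM stocks in 100% DMSO · Timing – 10 min, room temperature · Technique – light output (luminescence) · Measure – luminescence gain marking luciferase activators · Controls – No-ATP low control, compound-free enzyme-plus-ATP high control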
Diaph inh CS: inhibits diaphorase or chemically oxidizes, flagging diaphorase assay artifacts; AID 1217; 0.69% of 190,000 active; inhibition, % at 20 µM; diaphorase resazurin-to-resorufin fluorescence, NADH, 16 min; bacterial (C. kluyveri) enzyme, not human;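 active = primary screen inhibition at 20 µM above a set limit, cut at about 50% in these data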;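 also: plate controls were DMSO with full reaction for no effect and wells lacking NADH for full effect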
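Test system: diaphorase enzyme from Clostridium kluyveri; amount: diaphorase at 0.14 U/mL in enzyme working solution; detection: fluorescence of resorufin formed from resazurin, Ex 544/Em 590 nm; times: reaction incubation of 16 min at room temperature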
STAT1 act: STAT1 signaling activation; 2.6% of 200,000 active; NIH 3T3 STAT1-luciferase reporter, IFN-gamma, luminescence; 100% = IFN-gamma alone, no compound; activation (% of control), % at 5.5 µM;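 active = activation above the screen-wide mean activation plus 3 SD, cut at about 130% in these data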;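 also: raw ratio to IFN-gamma control signal so 100% means no change and 0% no light; values of inactives mirror those of a sister screen read the other way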
TLR4 MyD88 comp: blocks binding of human TLR4 to MyD88; O00206+Q99836; HeLa CL3-4 TLR4/MyD88 BLA complementation, FRET ratio; inhibition, % at 8.4 µM; 0.18% of 200,000 active; AID 861; in the data active = inhibition above about 25%;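 also: 0% = vehicle and 100% = reference inhibitor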
Diaphorase act: diaphorase activation or chemical reduction counter-screen; 0.005% of 190,000 active; Diaphorase/resazurin coupled assay, resorufin fluorescence, 16 min; active compounds read high; 1 = vehicle wells, 0 = NADH-free wells; activation factor at 20 µM;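 active = diaphorase activity raised at least twofold by the compound at 20 µM; inactive = activation factor below 2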
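Material: purified diaphorase enzyme from Clostridium kluyveri / Medium: HEPES pH 7.4 buffer with MgCl2 and Tween 20 / Schedule: enzyme reaction of 16 min at room temperature / Measured by: resorufin fluorescence, excitation 544 nm, emission 590 nm / Evaluation: rise in resorufin formation, marking diaphorase activation or chemical reduction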
APP 5'UTR act: activates APP 5'UTR luciferase reporter. SH-SY5Y APP 5'UTR luciferase reporter, luminescence; zero percent = DMSO vehicle wells. activation, % at 2 µM. 1% of 190,000 active;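 active = activation above a set limit, based on mean plus 3 SD of controls, cut at about 140% in these data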; also: values of inactives mirror those of a sister screen read the other way
NF-kB neuron act: compounds increasing NF-kB expression in human neuronal cells; NF-kB reporter expression; active compounds read high; fold change at 12.5 µM; 1.6% of 190,000 active; AID 1239; in the data active = fold change above about 3.3
FLuc inhib CS: inhibits firefly luciferase, flagging false hits in luciferase inhibition screens | 1.5% of 200,000 active | ATPLite firefly luciferase biochemical luminescence, 10 min | P08659 | AID 1006 | inhibition, % at 10 µM;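 active = inhibition above about 50% when tested at 10 µM, limit read from the data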
G6PDH CS: inhibits Leuconostoc G6PDH, flagging false hits in G6PDH-based assays; Purified L. mesenteroides G6PDH, diaphorase/resazurin coupled fluorescence, 45 min; inhibition, % at 5 µM; 0.12% of 200,000 active; AID 1020; in the data active = inhibition above about 50%
APP transl inh: APP translation inhibition. SH-SY5Y APP 5'UTR-luciferase reporter, luminescence. inhibition, % at 2 µM. 0.82% of 190,000 active. AID 1285;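 active = inhibition above a set limit, derived from the sample mean plus 3 SD, cut at about 45% in these data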; also: values of inactives mirror those of a sister screen read the other way
* marks the source's active call; other numbers are inactive results; · = not tested or not shown.

1: O=C(NNC(=O)C1CC1c1ccccc1)c1ccccc1F (centres undefined)
2: O=C(NCCCN1CCOCC1)c1csc2c1CCCC2
3: COc1ccccc1C1C2=C(N=C3SCC(=O)N31)c1ccccc1CC2 (centres undefined)
4: CCCC(c1nnnn1CCOC)N1CCN(c2cccc(OC)c2)CC1 (centres undefined)
5: CCn1c(CNc2ccc(Cl)cc2)nnc1SCC#N
6: COc1ccc(NC(=O)c2ccc3c(c2)C(=O)N(Cc2cccnc2)C3=O)cc1
7: Cc1cccc(NC(=O)NCC(c2ccco2)N2CCCCC2)c1 (centres undefined)
8: O=C(NCCCN1CCOCC1)/C(=C/c1cccnc1)NC(=O)c1ccccc1
Compound | 1 | 2 | 3 | 4 | 5 | 6 | 7 | 8
FLuc act counter | 1 | 1 | 1 | 1.1 | 1 | 1 | 1 | 1
Diaph inh CS | 2 | -5 | 20 | 14 | · | 10 | 4 | 6
STAT1 act | 95 | 105 | 102 | 97 | 97 | 99 | 108 | 103
TLR4 MyD88 comp | -6 | 3 | -15 | 5 | -9 | 17 | -11 | 1
Diaphorase act | 1 | 1.1 | 0.8 | 0.9 | · | 0.9 | 1 | 0.9
APP 5'UTR act | 20 | 1 | 0 | -7 | -7 | · | -6 | 18
NF-kB neuron act | 1.2 | 1.4 | 1.1 | 1 | 1.1 | 1.2 | 1.5 | 1
FLuc inhib CS | 1 | -2 | 2 | -8 | -1 | 4 | 4 | -1
G6PDH CS | 9 | 10 | 8 | -2 | 10 | -16 | 2 | 8
APP transl inh | -20 | -2 | 0 | 7 | 7 | 4 | 6 | -18

Among those listed so far, these contain nitrogen in an aromatic ring.
4: CCCC(c1nnnn1CCOC)N1CCN(c2cccc(OC)c2)CC1 (centres undefined)
5: CCn1c(CNc2ccc(Cl)cc2)nnc1SCC#N
6: COc1ccc(NC(=O)c2ccc3c(c2)C(=O)N(Cc2cccnc2)C3=O)cc1
8: O=C(NCCCN1CCOCC1)/C(=C/c1cccnc1)NC(=O)c1ccccc1
Compound | 4 | 5 | 6 | 8
FLuc act counter | 1.1 | 1 | 1 | 1
Diaph inh CS | 14 | · | 10 | 6
STAT1 act | 97 | 97 | 99 | 103
TLR4 MyD88 comp | 5 | -9 | 17 | 1
Diaphorase act | 0.9 | · | 0.9 | 0.9
APP 5'UTR act | -7 | -7 | · | 18
NF-kB neuron act | 1 | 1.1 | 1.2 | 1
FLuc inhib CS | -8 | -1 | 4 | -1
G6PDH CS | -2 | 10 | -16 | 8
APP transl inh | 7 | 7 | 4 | -18

(next part)
9: Cc1cccc(N=C2NC(=O)CS2)c1C
10: COc1ccc(-c2cc(C(F)(F)F)nc(-n3cc(Cl)cn3)n2)cc1
11: CCC(C)Sc1nc2c(c(=O)n1C)SC(C)C2 (centres undefined)
12: Cn1cc(CNC(=O)C2CCCCC2)cn1
13: CCn1c(CCNC(=O)c2ccc(Cl)c(Cl)c2)nnc1SCCOc1ccc(OC)cc1
14: COc1ccc(C(=O)NCCn2ccc3ccccc32)cc1
15: CCOc1ccc2nc(Cl)c(CN(C(C)=O)C3CCCCC3)cc2c1
16: COc1cccc(-c2nn(-c3ccccc3)cc2CN(C)C(C)c2ccncn2)c1 (centres undefined)
Compound | 9 | 10 | 11 | 12 | 13 | 14 | 15 | 16
FLuc act counter | 1.1 | 1 | 1 | 1.1 | 1 | 0.9 | 1 | 1
Diaph inh CS | 6 | 14 | 15 | 12 | 23 | 14 | · | 4
STAT1 act | 103 | 93 | 86 | 100 | 96 | 116 | 107 | 100
TLR4 MyD88 comp | 4 | 0 | -3 | -5 | 5 | -10 | 11 | -2
Diaphorase act | 0.9 | 0.9 | 0.9 | 0.9 | 0.8 | 0.9 | · | 1
APP 5'UTR act | 14 | -5 | 9 | 2 | 7 | 91 | 1 | -3
NF-kB neuron act | 1.3 | 1.3 | 1 | 0.99 | 1 | 4* | 1.1 | 0.62
FLuc inhib CS | -6 | 0 | -4 | -6 | -4 | 7 | -4 | 1
G6PDH CS | 19 | 10 | -20 | -16 | 3 | -10 | 3 | 12
APP transl inh | -14 | 5 | -9 | -2 | -7 | -91 | -1 | 3

17: COc1ccccc1-c1n[nH]c(=S)n1-c1ccccc1
18: CCOC(=O)c1c(C)n(CC)c2ccc(OC(=O)c3ccc([N+](=O)[O-])cc3)cc12
19: Cc1cccc(CCNC(=O)CC2C(=O)NCCN2Cc2ccc(F)c(F)c2)n1 (centres undefined)
20: COc1cc(/C=N/Nc2ccccc2[N+](=O)[O-])ccc1OC(=O)c1ccccc1F
21: COC(=O)c1ccccc1NC(=O)COc1ccc(S(=O)(=O)N2CCCC2)cc1C
22: O=C(CN1C(=O)NC2(CCCCCCC2)C1=O)N1CCN(C(=O)c2ccco2)CC1
23: CCN(CC)c1ccc(C(=O)c2cnc(/N=C/N(C)C)s2)cc1
24: CC1(C)Cc2c(sc3nc(-c4ccccc4)oc(=O)c23)CO1
Compound | 17 | 18 | 19 | 20 | 21 | 22 | 23 | 24
FLuc act counter | 0.9 | 1 | 1 | 1 | 1 | 1.1 | 0.9 | 0.6
Diaph inh CS | 14 | 11 | -7 | -12 | 4 | 14 | 6 | 6
STAT1 act | 98 | 125 | 108 | 107 | 104 | 102 | 118 | 102
TLR4 MyD88 comp | 7 | -1 | 4 | 5 | -6 | 2 | 8 | 5
Diaphorase act | 0.9 | 0.9 | 1.1 | 1.1 | 1 | 0.9 | 0.9 | 0.9
APP 5'UTR act | 4 | -7 | -7 | 193* | 8 | -4 | -1 | 7
NF-kB neuron act | 1.3 | 0.85 | 1.1 | 1.7 | 0.78 | 1 | 1.2 | 0.83
FLuc inhib CS | 9 | -3 | -2 | -3 | -2 | -6 | 12 | 35
G6PDH CS | 6 | -23 | 12 | 3 | 0 | 3 | -1 | -18
APP transl inh | -4 | 7 | 7 | -193 | -8 | 4 | 1 | -7

Among those listed so far, these contain a nitro group on carbon:
18: CCOC(=O)c1c(C)n(CC)c2ccc(OC(=O)c3ccc([N+](=O)[O-])cc3)cc12
20: COc1cc(/C=N/Nc2ccccc2[N+](=O)[O-])ccc1OC(=O)c1ccccc1F
Compound | 18 | 20
FLuc act counter | 1 | 1
Diaph inh CS | 11 | -12
STAT1 act | 125 | 107
TLR4 MyD88 comp | -1 | 5
Diaphorase act | 0.9 | 1.1
APP 5'UTR act | -7 | 193*
NF-kB neuron act | 0.85 | 1.7
FLuc inhib CS | -3 | -3
G6PDH CS | -23 | 3
APP transl inh | 7 | -193

Following part:
25: CCC(=O)N(CCC(Cc1ccccc1)c1ccc2c(c1)OCO2)Cc1ccccc1F (centres undefined)
26: COC(=O)C1=C(NC(=O)C2CCCCC2)CCS1
27: COC(=O)CSc1ncc(C#N)c(N)n1
28: O=C(Nc1nncs1)c1ccccc1NS(=O)(=O)c1cccs1
29: O=C(O)Cc1sc(-c2ccccc2Cl)nc1-c1ccccc1
30: Cc1ccc(OCCn2c(C)c(/C=N/n3cnnc3)c3ccccc32)cc1
31: COCCN(C(=O)Nc1ccc(OC)cc1OC)C1CCN(C(C)=O)CC1
32: COC(=O)c1ccc(C(=O)OC)c(NC(=S)N2CCN(c3ccccc3)CC2)c1
33: Cc1occc1-c1nnc(SCC(=O)N2c3ccccc3CCc3ccccc32)n1C
34: O=C(CCc1nnc(Cc2ccc(-c3ccccc3)cc2)o1)NCCc1cccnc1
35: COc1ccc(NC(=S)N2CCN(Cc3ccco3)CC2)c(OC)c1
Compound | 25 | 26 | 27 | 28 | 29 | 30 | 31 | 32 | 33 | 34 | 35
FLuc act counter | 1 | 1 | 1 | 1.1 | 0.9 | 1.1 | 1.1 | 1 | 1.1 | 1 | 1
Diaph inh CS | 16 | 17 | 20 | -4 | 6 | 10 | 17 | 10 | 11 | 25 | 14
STAT1 act | 97 | 99 | 100 | 102 | 100 | 94 | 102 | 92 | 91 | 100 | 107
TLR4 MyD88 comp | -10 | 7 | 2 | 2 | 6 | 13 | 1 | -3 | -9 | -2 | -6
Diaphorase act | 0.8 | 0.8 | 0.8 | 1 | 0.9 | 0.9 | 0.8 | 0.9 | 0.9 | 0.8 | 0.9
APP 5'UTR act | 0 | -6 | 12 | -5 | 10 | -9 | · | -6 | -15 | 9 | 12
NF-kB neuron act | 1.1 | 0.97 | 1 | 0.81 | 1.2 | 0.94 | 0.89 | 0.66 | 1.1 | 0.81 | 1.1
FLuc inhib CS | 1 | -4 | -4 | -6 | 13 | -10 | -9 | -5 | -8 | 1 | 0
G6PDH CS | 1 | -7 | 2 | 25 | 21 | 11 | -4 | -5 | 5 | 4 | 4
APP transl inh | 0 | 6 | -12 | 5 | -10 | 9 | · | 6 | 16 | -9 | -12
